Screening results: PubChem BioAssay, several laboratories
SKKanGAS inh: blocks kanamycin growth of S. pyogenes SKKanGAS strain. BacTiter-Glo, 6 h. inhibition, % at 7.5 µM. 300,000 compounds, 1.3% hits;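 active = mean replicate score, as percent of positive control median, at least 50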;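 note: strain carries kanamycin resistance gene driven by streptokinase promoter and grows in 40 µg/ml kanamycin; loss of luminescence reflects streptokinase promoter inhibition or plain growth inhibition; 0% = median of DMSO wells and 100% = positive control at its reference dose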
TRPC4 block: blocks the mouse TRPC4 cation channel; 300,000 compounds, 0.39% hits; HEK293 TRPC4beta/mu-opioid, DAMGO-evoked Fluo4 calcium flux; hits give low values; Q9QUQ5; AID 2247; B-score at 10 µM;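 active = B-score over 3 SD under the library average, no early fluorescence shift, positive overall ratio signal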
Target sequence (Q9QUQ5 whole entry, looked up): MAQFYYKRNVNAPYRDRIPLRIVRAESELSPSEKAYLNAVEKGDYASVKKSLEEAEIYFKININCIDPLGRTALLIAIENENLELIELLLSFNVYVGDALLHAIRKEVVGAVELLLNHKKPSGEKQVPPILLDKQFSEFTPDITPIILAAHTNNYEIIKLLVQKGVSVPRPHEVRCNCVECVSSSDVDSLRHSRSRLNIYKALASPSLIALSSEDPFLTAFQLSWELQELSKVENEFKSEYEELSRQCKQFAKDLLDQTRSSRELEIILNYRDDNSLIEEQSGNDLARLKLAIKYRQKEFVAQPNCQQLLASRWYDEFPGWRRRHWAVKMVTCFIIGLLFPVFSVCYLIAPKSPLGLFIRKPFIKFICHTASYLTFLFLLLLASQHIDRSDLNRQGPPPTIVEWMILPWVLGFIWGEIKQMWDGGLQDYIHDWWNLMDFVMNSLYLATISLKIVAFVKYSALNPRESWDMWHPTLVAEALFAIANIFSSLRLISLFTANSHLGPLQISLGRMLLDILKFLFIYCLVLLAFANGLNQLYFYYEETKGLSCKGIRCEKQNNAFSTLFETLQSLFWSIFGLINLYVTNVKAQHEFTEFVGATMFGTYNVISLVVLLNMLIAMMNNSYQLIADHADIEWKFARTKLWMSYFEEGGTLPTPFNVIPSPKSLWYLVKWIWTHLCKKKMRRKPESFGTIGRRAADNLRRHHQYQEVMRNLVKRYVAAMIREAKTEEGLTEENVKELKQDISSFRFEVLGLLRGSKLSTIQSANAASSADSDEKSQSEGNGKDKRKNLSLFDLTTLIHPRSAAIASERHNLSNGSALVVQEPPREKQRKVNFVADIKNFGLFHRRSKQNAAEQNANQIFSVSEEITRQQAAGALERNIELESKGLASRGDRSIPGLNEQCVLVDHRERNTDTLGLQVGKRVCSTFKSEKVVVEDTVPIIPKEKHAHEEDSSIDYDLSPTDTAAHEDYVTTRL
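Test system – stable TRPC4beta/mu-opioid receptor HEK293 cells · Probe or stimulus – DAMGO, a submaximal dose followed by a maximal one · Dosing – one concentration per compound · Signal – Fluo4 calcium fluorescence by kinetic imaging, 5 s 1 Hz baseline · Evaluation – per-well B score of integrated baseline-normalized Fluo4 ratio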
IEC-6 cytotox: kills IEC-6 intestinal cells in KLF5 counter-screen; IEC-6 cytotoxicity, luminescence viability; inhibition, % at 5 µM; 290,000 compounds, 0.78% hits; in the data active = inhibition above about 22%;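 note: 0% = plate median of test compound wells and 100% = cytotoxic reference compound wells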
KLF5 inhibitor: kruppel-like factor 5 inhibition; DLD-1 KLF5 promoter-luciferase reporter, luminescence; inhibition, % at 5 µM; 290,000 compounds, 0.23% hits; AID 1700;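 active = inhibition above a per-plate limit of that plate's mean compound inhibition plus 3 SD, cut at about 60% in these data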;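 note: 0% = DMSO wells and 100% = LY294002 at 200 µM; higher means less KLF5 promoter-driven luciferase light; inactives centre near -14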
TRPC4 PAM: TRPC4 (mouse) allosteric potentiation; 310,000 compounds, 0.42% hits; B-score at 10 µM; HEK293 TRPC4beta/mu-opioid, DAMGO EC20, Fluo-4 Ca2+ flux; hits give high values; Q9QUQ5;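 active = B-score of calcium response area above 5 SD of library B-scores, with initial fluorescence ratio within 5 SD of library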;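 note: B-score of integrated fluorescence ratio over time as area under calcium response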
aSyn 5UTR inh: MLPCN primary screen, SNCA 5' untranslated region; AID 1813; 300,000 compounds, 0.82% hits; inhibition, % (tested at 7.5 µM); alpha-synuclein 5'UTR reporter, inhibitor activity; in the data active = inhibition above about 60%;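 note: H4 neuroglioblastoma cells stably carrying SNCA 5'UTR luciferase fusion; 0% = DMSO wells and 100% = positive control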
MrgX1 antag: antagonists of human MrgX1 receptor | B-score at 10 µM | 310,000 compounds, 1.3% hits | MRGX1-HEK293 calcium flux, Fluo-4, BAM8-22 antagonism; hits give low values | Q96LB2;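 active = calcium-response B-score plate-corrected more than 3 library SD below zero, starting fluorescence within 5 deviations, no agonist response on first addition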;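 note: peak minus trough fluorescence over baseline after final BAM8-22 challenge near maximal dose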
TRPC6 act: activates the mouse TRPC6 cation channel; Q61143; AID 2550; 310,000 compounds, 0.13% hits; B-score at 10 µM; HEK293-TRPC6 membrane potential dye fluorescence; hits give high values;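 active = B-score of the integrated fluorescence ratio above library mean plus 3 SD, and starting fluorescence ratio within library mean plus 5 SD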;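 note: higher score means more depolarization so channel activation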
TRPC4 agonist: TRPC4 (mouse) channel activation. HEK293 TRPC4beta/mu-opioid, Fluo4 calcium fluorescence; hits give high values. B-score at 10 µM. Q9QUQ5. AID 2237. 310,000 compounds, 0.49% hits;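 active = B-score above 5 SD of library B-scores, and initial fluorescence ratio not above library mean plus 5 SD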;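 note: positive B-score marks a calcium rise read as TRPC4 activation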
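Material: TRPC4beta and mu-opioid receptor HEK293 stable cells | Incubation: 45 min room-temperature Fluo4 loading, 110 s read | Detection: Kinetic Fluo4 calcium fluorescence | Measure: Integrated baseline-normalised fluorescence ratio, converted to per-well B score | Benchmarks: Low control buffer alone, high control maximal DAMGO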
TRPC6 inh: mouse TRPC6 channel inhibition; Q61143; HEK293-TRPC6, membrane potential dye, ACh-evoked depolarization; hits give low values; B-score at 10 µM; 310,000 compounds, 1.1% hits;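 active = B-score under library mean minus 3 SD, initial fluorescence not abnormally high, positive integrated signal ratio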;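 note: B-score derived from integrated fluorescence ratio over the kinetic read; more negative B-score means stronger inhibition of depolarization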
HIF act: HIF pathway transcriptional activation; U2OS HRE-luciferase reporter, luminescence; normalized: DMSO 0%, desferrioxamine 100%; activation, % at 7.5 µM (by protocol); 300,000 compounds, 0.32% hits; AID 1910;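 active = mean activation of at least 10% of the iron chelator positive control signal, with at least half of replicates also reaching 10%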
Active calls of the source: *; i = inactive; . = not tested or not shown.

SMILES	SKKanGAS inh	TRPC4 block	IEC-6 cytotox	KLF5 inhibitor	TRPC4 PAM	aSyn 5UTR inh	MrgX1 antag	TRPC6 act	TRPC4 agonist	TRPC6 inh	HIF act
Cc1ccc(C)c(NC(=O)C(C)CC2COCCO2)c1 (stereo not drawn)	16	i	1	-21	i	-2	i	i	i	i	-0.9
Cc1ccc(-c2nnc(N3CCCCC3)c3ccccc23)cc1S(=O)(=O)NCC1CCCO1 (stereo not drawn)	7	i	-1	14	i	10	i	i	i	i	0.4
O=C1CC(NCc2cccs2)C(=O)N1c1ccc(Cl)cc1 (stereo not drawn)	-4	i	-3	-7	i	5	i	i	i	i	-0.1
CCc1c(C)nc2cc(-c3ccc(OC)cc3)[nH]n2c1=O	-7	i	7	-61	i	-156	i	i	i	i	1.6
N#Cc1ccc(C(=O)Nc2cccc3cccnc23)c(F)c1	4	i	1	-10	i	-45	i	i	i	i	-0.1
CN1/C(=C\C=N\O)C(C)(C)c2ccccc21	5	i	3	-18	i	-5	i	i	i	i	-0.2
CCOc1ccc2nc(NC(=O)CSc3nnc(-c4ccncc4)n3CC3CCCO3)sc2c1 (stereo not drawn)	0	i	.	.	i	-76	i	i	i	i	1.6
CCc1nc2ccccc2c(C(=O)OC2CCOC2=O)c1C (stereo not drawn)	8	i	-2	-3	i	5	i	i	i	i	0.4
Cn1cc(CN2CCC(Oc3ccc(C(=O)N4CCCC4)cc3)CC2)cn1	-2	i	-4	-34	i	13	i	i	i	i	-0.9
Cc1ccc(Oc2nn[nH]n2)cc1	-4	.	1	7	i	-77	i	i	i	i	0.2
CC1(C)CCc2cc(CN3CCN(c4ccccn4)CC3)ccc2O1	-4	i	-7	-9	i	13	i	i	i	i	-1.4
Cc1nn(Cc2ccc(Cl)c(Cl)c2)c(C)c1NC(=O)c1cc(-c2ccco2)on1	17	.	6	21	i	5	i	i	i	i	-0.2
O=C(Nc1cccnc1)c1cc(F)cc(F)c1	-4	i	-2	0	i	3	i	i	i	i	-0.3
COc1cc2c(cc1NC(=O)CN(C)Cc1nc3ccccc3c(=O)[nH]1)oc1ccccc12	20	i	2	0	i	8	i	i	i	i	-0.4
CCCCCOC(=O)Cn1c(N2CCOCC2)nc2c1c(=O)[nH]c(=O)n2C	-3	i	0	-35	i	18	i	i	i	i	-0.3
Cn1c(CNC(=O)Nc2ccccc2)nnc1SCc1ccccc1	4	i	5	-36	i	-6	i	i	i	i	0.6
CCOCC(=O)Nc1ccc(Br)c(C)c1	-11	i	-4	-40	i	-120	i	i	i	i	2.1
Cc1cc(C)c(N(C(=O)c2csnn2)C(C(=O)NC2CCCC2)c2ccncc2)c(C)c1 (stereo not drawn)	29	i	-2	-37	i	8	i	i	i	i	0.0
CC(C)c1ccc2oc(-c3ccc(N)cc3)nc2c1	0	i	3	-41	i	48	i	i	i	i	-4.8
CCc1sc(C(=O)N2CCN(c3ncccn3)CC2)cc1Br	7	i	-6	-20	i	-23	i	i	i	i	-0.2
CNC(=O)c1ccsc1NC(=O)c1ccccc1	-3	i	.	.	i	-9	i	i	i	i	0.4
Cc1ccccc1S(=O)(=O)Cc1ccc(C(=O)NCc2cccnc2)o1	-2	i	7	6	i	3	i	i	i	i	0.2
CCN(Cc1ccccc1)C(=O)c1ccc(Cl)cc1[N+](=O)[O-]	-2	i	-2	14	i	3	i	i	i	i	-0.1
COc1ccc(C)cc1NC(=O)CSc1nnc(COc2ccc(C)cc2)n1Cc1ccco1	25	i	-3	-20	i	1	i	i	i	i	-0.5
Cc1cc(C)cc(OCc2nnc(SCC(=O)Nc3ccccc3)o2)c1	-13	i	8	-23	i	15	i	i	i	i	-0.5
CC(=O)c1cccc(NC(=O)C2CCN(C(=O)c3ccc([N+](=O)[O-])cc3)CC2)c1	2	i	2	-23	i	2	i	i	i	i	0.5
O=C(CCS(=O)(=O)c1ccccc1)Nc1nnc(C(F)(F)F)s1	-1	i	0	-1	i	0	i	i	i	i	0.2
COCCN(C(=O)CSc1nnc(-c2ccccc2OC)o1)c1c(N)n(CC(C)C)c(=O)[nH]c1=O	-23	i	.	.	i	30	i	i	i	i	0.4
CCCS(=O)(=O)N1CCC(C(=O)NCCCN2CCC(Cc3ccccc3)CC2)CC1	-5	i	0	-11	i	10	i	i	i	i	0.2
CC(=O)NCC(=O)N(Cc1ccco1)C1(C(=O)NC2CCCCC2)CCCCC1	0	i	-6	-2	i	-4	i	i	i	i	-0.1
O=C(Nc1cc(Cl)ccc1-n1cncn1)c1ccc(F)c(S(=O)(=O)N2CCOCC2)c1	-13	i	.	.	i	10	i	i	i	i	1.1
COc1cccc(C(C(=O)NC2CCCC2)N(C(=O)c2ccco2)c2ccc(-n3cnnn3)c(C)c2)c1OC (stereo not drawn)	4	i	1	-1	i	-1	i	i	i	i	-0.1
COc1ccc(C(=O)NNC(=O)c2ccccc2[N+](=O)[O-])cc1Br	-3	i	5	11	i	-33	i	i	i	i	0.1
COc1ccc(-c2ccc(C#N)c(SCC(=O)Nc3sc4c(c3C#N)CCC4)n2)cc1OC	2	i	3	-27	i	55	i	i	i	i	0.2
O=C(CN1CCN(C(=O)C2CCCO2)CC1)Nc1ccc(F)cc1 (stereo not drawn)	28	i	-13	-24	i	-1	i	i	i	i	-1.3
CN(C)/C=N/c1ncc(C(=O)c2ccc(Cl)cc2Cl)s1	6	i	2	1	i	-14	i	i	i	i	0.6
C=C(C)CN(CC)C(=O)CN1C(=O)NC(C)(c2ccc3ccccc3c2)C1=O (stereo not drawn)	-3	i	4	-34	i	8	i	i	i	i	-0.2
Cc1ccc(N2CCN(C(=O)N3CCOCC3)CC2)cc1C	11	i	6	-29	i	9	i	i	i	i	0.1
Cc1ccc2c(c1)c1ncnc(N3CCOCC3)c1n2C	-2	i	4	0	i	-27	i	i	i	i	3.0
C=CCN1C(=O)CN=C1Nc1cc(C)ccc1C	-1	i	-3	-31	i	-14	i	i	i	i	-1.0
CC1CN(C(=O)c2cccc(Oc3ccccc3)c2)CC(C)O1 (stereo not drawn)	-4	i	-10	-48	i	-5	-4.7*	i	i	i	-0.4
Cc1cc(=O)[nH]c(N/N=C/CCc2ccccc2)n1	-8	i	-5	-17	i	-2	i	i	i	i	0.0
CCOC(=O)c1cc(NC(=O)Nc2ccccc2OC)c(C)nc1C	-6	i	4	-1	i	8	i	i	i	i	1.1
CCC(C)N1C(=O)c2ccccc2C1C(=O)NC1CCCCCC1 (stereo not drawn)	2	i	1	-18	i	1	i	i	i	i	0.2
COc1ccc(-c2nc(CSCC(=O)N3CCc4ccccc4C3)c(C)o2)cc1OC	-5	i	0	-13	i	20	i	i	i	i	-0.1
Cc1ccc(C(=O)Nn2cnc3ccccc3c2=O)cc1C	-4	i	5	-111	i	-115	i	i	i	i	5.5
CC1CCCC(C)N1C(=O)COc1ccc([N+](=O)[O-])cc1Cl (stereo not drawn)	2	i	-8	-15	i	-27	i	i	i	i	0.8
Cc1cc2oc(C(=O)N(Cc3ccccc3)c3ccccn3)cc(=O)c2cc1Cl	2	i	-6	-15	i	7	i	i	i	i	0.3
O=C(O)C1=C[C@H](c2csc3ccccc23)C[C@H](OCCCCO)O1	1	i	8	-19	i	-27	i	i	i	i	-0.1
Cc1cnc(C(=O)NC(C)CCc2ccccc2)cn1 (stereo not drawn)	-4	i	-5	-9	i	3	i	i	i	i	-0.4
COc1cc(/C=C/C(=O)Nc2ccc(C)cc2)cc(OC)c1OC	-7	i	6	-27	i	-9	i	i	i	i	0.0
O=C1CCN2C=Nc3cccc4ccc1c2c34	1	i	-9	-4	i	1	i	i	i	i	0.9
OCCNCCNCc1ccc(-c2ccccc2)cc1	1	i	-3	-29	i	-22	i	i	i	i	-0.2
CC1CCN(Cc2c(C#N)c3ccccc3n2C)CC1	1	i	-2	-20	i	6	i	i	i	i	-0.1
CC1CCC(C(=O)NC(C(=O)NCCCN2CCOCC2)C(C)C)CC1 (stereo not drawn)	-8	i	-1	-34	i	-25	i	i	i	i	0.2
COc1ccc(/C=N\Nc2ccc([N+](=O)[O-])cc2)c(C(=O)O)c1OC	1	i	0	-17	i	3	i	i	i	i	1.4
O=c1[nH]nnc2sc3c(c12)CCCC3	-3	i	3	3	i	-4	i	i	i	i	0.8
CCC(=O)NC(=S)Nc1cccc(NC(=O)c2ccccc2C)c1	-1	i	4	-2	i	39	i	i	i	i	-0.2
CC1CCCC(C)N1S(=O)(=O)c1ccc(S(=O)(=O)NCc2ccccc2)cc1 (stereo not drawn)	3	i	-2	-20	i	16	i	i	i	i	-0.1
COc1ccccc1NC(=O)N1CCCC1C(=O)NCc1cccs1 (stereo not drawn)	-13	i	-4	-1	i	2	i	i	i	i	0.3

The list continues.
SMILES	SKKanGAS inh	TRPC4 block	IEC-6 cytotox	KLF5 inhibitor	TRPC4 PAM	aSyn 5UTR inh	MrgX1 antag	TRPC6 act	TRPC4 agonist	TRPC6 inh	HIF act
Cc1ccc(-c2csc(-c3ccncc3)n2)cc1	-13	i	0	-57	i	-213	i	i	i	i	2.8
C=CCN1C(=O)C(O)=C(C(C)=O)C1c1ccccc1F (stereo not drawn)	-1	i	1	-18	i	4	i	i	i	i	-0.2
CN1/C(=C/C(=S)NC(=O)C2(C)CC2(Cl)Cl)C(C)(C)c2ccccc21 (stereo not drawn)	28	i	-9	-20	i	1	i	i	i	i	-0.8
O=C(CCN1C(=O)COc2ccccc21)NCCC1=CCCCC1	4	i	-1	-9	i	21	i	i	i	i	-0.1
COc1cccc(C(=O)NCC(c2ccc3c(c2)OCO3)N2CCN(c3ccc(F)cc3)CC2)c1 (stereo not drawn)	-11	i	.	.	i	4	i	i	i	i	-0.4
S=C(Cc1ccc(Cl)cc1)N1CCOCC1	-7	i	0	0	i	2	i	i	i	i	-0.4
Cc1ccc(C(=O)Nc2ccc(O)c(C(=O)O)c2)o1	2	i	6	26	i	-9	i	i	i	i	-0.9
CCCc1cc(=O)[nH]c(N2CCN(Cc3ccc4c(c3)OCO4)CC2)n1	-3	i	-4	-29	i	0	i	i	i	i	-0.3
CCOc1nc(NC(C)C)nc(NC(C)C)n1	1	i	-2	-18	i	27	i	i	i	i	-0.3
[O-]/C(=C(\C(=S)Nc1ccc(SC(F)F)cc1)[n+]1ccccc1)c1ccc(Cl)cc1Cl	-3	i	-3	-35	i	-72	i	i	i	i	1.5
